BRCA1 expr up = BRCA1 expression activation. Potency, µM (titrated, usually from 46.1 µM), for the others: top-dose activation, most hits filed as activators. 380,000 tested, 1.1% active. MCF7-BRCA1-FFLuc reporter, luminescence, 48 h; response scale: scaled: vehicle 0%, 10 µM genistein 100%; also: nearly all actives have a fitted effect of over 80% in size; some results filed as inactive show a strong effect at the top dose
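MCF7-BRCA1-FFLuc cells, 2000/well in phenol-red-free MEM, attached 2 h then treated 48 h at 37 C. Luciferase luminescence read 15 min after reagent; normalized to genistein maximum activation (10microM) and DMSO, concentration-response fitted.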
MLL CXXC-DNA inh = MLL CXXC-DNA interaction inhibition; Q03164; MLL-CXXC / FITC-HOXA9 DNA fluorescence polarization; Potency, µM (series often up to 115 µM), for the others: at the highest dose activity change, negative = inhibition, actives largely listed as inhibitors; 290,000 tested, 0.037% active; AID 2662; active = well fitted inhibition curve with a large enough effect in the polarisation, with a control signal flat, not every such curve was filed as active; inconclusive = small, poorly fitted or top-dose-only effect, or effect the other way, or a change in a side signal; inactive = no such curve, though single readings can be large or run the other way; the % refers to the polarisation
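Fluorescence polarization: 7 uM MLL-CXXC (stock) preincubated 5 min with compounds, then 50 nM fluorescein-HOX-A9 DNA (stock) added; 30 min ambient. Buffer 50 mM Tris-HCl pH 7.5, 50 mM NaCl, 1 mM DTT, 0.05% BSA.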
MBNL1 CUG block = MBNL1-poly(CUG) RNA binding inhibition; 280,000 tested, 0.036% active; TR-FRET MBNL1-His/biotin-(CUG)12 binding, 665/545 ratio; AID 2675; Potency, µM (titrated, usually from 57.5 µM), inactives show at the top dose activity change, negative = inhibition, most hits filed as inhibitors; Q9NR56; active = well fitted inhibition curve with a large enough effect in the signal ratio, with a control signal flat, not every such curve was filed as active; inconclusive = small, poorly fitted or top-dose-only effect, or effect the other way, or a change in a side signal; inactive = no such curve, though single readings can be large or run the other way; the % refers to the signal ratio; also: % is scaled to controls: 0 for no effect and ±100 for the full control effect
Target sequence (Q9NR56 whole entry, looked up): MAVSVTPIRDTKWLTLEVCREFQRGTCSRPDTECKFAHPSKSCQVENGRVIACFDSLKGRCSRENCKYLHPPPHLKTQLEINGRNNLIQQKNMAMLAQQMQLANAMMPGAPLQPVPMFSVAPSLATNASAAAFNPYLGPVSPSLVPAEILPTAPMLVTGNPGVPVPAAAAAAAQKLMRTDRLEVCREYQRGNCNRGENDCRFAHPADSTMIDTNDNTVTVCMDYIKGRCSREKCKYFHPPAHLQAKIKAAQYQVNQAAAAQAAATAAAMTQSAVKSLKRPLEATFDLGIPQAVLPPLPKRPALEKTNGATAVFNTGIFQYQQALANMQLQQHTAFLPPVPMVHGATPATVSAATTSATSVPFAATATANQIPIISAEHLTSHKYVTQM
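TR-FRET between His-tagged MBNL1 and biotin-(CUG)12 RNA, detected with Tb anti-His antibody (0.055 ng/ul) and streptavidin-XL665 (5 nM), 60 min at room temperature. Compounds titrated 92 nM to 58 uM; 665/545 nm ratio normalized to buffer and complex controls.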
Rab9 promoter act = activates the Rab9 promoter; Huh7 Rab9 promoter-luciferase reporter, luminescence, 24 h; Potency, µM (doses to about 9.22 µM), without a hit: top-dose activation, negative = inhibition, hits mostly activators; 320,000 tested, 2.8% active; AID 485297; also: % of control where 0% means no effect; nearly all actives have a fitted effect of over 60% in size
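Using Huh7 cells stably transfected with Rab9 promoter–luciferase, compounds were incubated 24 h at 37 °C, 5% CO2; luciferase luminescence was read 10 min after reagent addition.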
Gal4-VP16 FLuc = Gal4-VP16 reporter inhibition counter-screen; Drosophila S2 Gal4-VP16 UAS-luciferase, luminescence, 20 h; Potency, µM (series often up to 53.6 µM), without a hit: at the top dose activity, negative = inhibition, most hits filed as inhibitors; 310,000 tested, 3.5% active; AID 2546;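 also: Gal4-VP16 expression switched on by copper sulfate through the metallothionein promoter; % is scaled to controls: 0 for no effect and ±100 for the full control effect; nearly all actives have a fitted effect of over 50% in size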
NPC1 prom act = activators of NPC1 promoter; Potency, µM (titrated, usually from 9.22 µM), for inactives: at the highest dose activation, hits mostly activators; Huh7 NPC1 promoter luciferase reporter, 24 h; 320,000 tested, 2.4% active;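 also: % of control where 0% means no effect; nearly all actives have a fitted effect of over 60% in size; reporter is driven by a mutant NPC1 promoter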
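Huh7 reporter cells (NPC1 promoter driving luciferase) are dosed with compound for 24 h at 37 °C, 5% CO2; luciferase detection reagent is then added and luminescence measured after 10 min at ambient temperature.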
RORgamma inh = blocks mouse ROR gamma transcriptional activity | Potency, µM (titrated, usually from 53.6 µM), inactives show top-dose activity change, negative = inhibition, hits mostly inhibitors | P51450 | 310,000 tested, 5.4% active | AID 2551 | Drosophila S2 Gal4-RORgamma UAS-luciferase reporter, 20 h; also: % is scaled to controls: 0 for no effect and ±100 for the full control effect; nearly all actives have a fitted effect of over 60% in size
Target sequence (P51450 whole entry, looked up, the tested form may be a part): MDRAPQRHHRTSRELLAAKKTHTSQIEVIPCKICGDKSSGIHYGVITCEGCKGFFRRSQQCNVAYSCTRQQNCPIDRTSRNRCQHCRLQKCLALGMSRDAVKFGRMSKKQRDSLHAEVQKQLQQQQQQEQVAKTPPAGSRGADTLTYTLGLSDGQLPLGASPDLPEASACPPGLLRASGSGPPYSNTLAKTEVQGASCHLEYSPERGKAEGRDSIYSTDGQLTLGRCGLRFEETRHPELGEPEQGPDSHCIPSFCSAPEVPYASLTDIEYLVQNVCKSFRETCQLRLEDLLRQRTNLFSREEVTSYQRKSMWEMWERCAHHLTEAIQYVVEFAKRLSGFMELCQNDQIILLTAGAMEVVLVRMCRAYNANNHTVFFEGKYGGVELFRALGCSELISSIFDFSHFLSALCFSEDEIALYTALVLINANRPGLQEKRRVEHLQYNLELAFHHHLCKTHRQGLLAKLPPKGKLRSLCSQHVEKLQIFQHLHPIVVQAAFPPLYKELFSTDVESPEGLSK
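ROR gamma transcriptional activity was tracked as Gal4-UAS luciferase output in stably transfected Drosophila Schneider cells, with compound added 1 hr before 700 uM copper sulfate induction and a 20 hr ambient-temperature incubation.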
FLuc counter = firefly luciferase modulation, counter-screen for miR-21 project | purified FLuc, Km substrates, luminescence inhibition | 360,000 tested, 6.9% active | Potency, µM (top dose mostly 57.5 µM), without a hit: top-dose activity change, negative = inhibition, usual class: inhibitors;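 also: plate controls were vehicle for no effect and reference inhibitor for full effect; nearly all actives have a fitted effect of over 55% in size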
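Purified P. pyralis luciferase (10nM final) with 10uM D-luciferin and 10uM ATP (Km levels) in 50mM Tris acetate pH 7.5, 10mM Mg acetate, 0.01% Tween-20, 0.05% BSA; qHTS 6-point titration, ~60 µM downward; luminescence read.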
ELG1 genotox = induces genotoxicity in HEK293T cells with luciferase-tagged ELG1; HEK293T ELG1-luciferase reporter, luminescence, 16 h; Potency, µM (series often up to 46 µM), inactives show top-dose activity change, positive = activation, most hits filed as activators; 330,000 tested, 1.3% active; also: % of control where 0% means no effect; nearly all actives have a fitted effect of over 60% in size
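Genotoxicity was scored as increased ELG1-luciferase reporter signal, measured by ONE-Glo luminescence (30 min, room temperature). Compound or vehicle exposure of the HEK293T reporter cells lasted 16 hr at 37°C.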
uPA generation = inhibitors of cell surface uPA generation. cell surface uPA generation assay, qHTS. Potency, µM (titrated, usually from 38.3 µM), for the others: at the top dose activity change, negative = inhibition, hits mostly inhibitors. 330,000 tested, 0.31% active; active = well fitted inhibition curve with a large enough effect; inconclusive = small, poorly fitted or top-dose-only effect; inactive = no such curve, though single readings can be large or run the other way; tested in mouse RAW 264.7 cells; also: % is scaled to controls: 0 for no effect and ±100 for the full control effect; nearly all actives have a fitted effect of over 55% in size
p53 reactivation = restores transcriptional activity of mutant p53; Potency, µM (doses to about 92.2 µM), inactives show top-dose activity change, positive = activation, actives largely listed as activators; H1299 p53-A138V BP100-luciferase reporter, luminescence, 24 h; 320,000 tested, 0.063% active; AID 504706; also: % of control where 0% means no effect; nearly all actives have a fitted effect of over 45% in size
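H1299 (p53-null), stable ts p53-A138V + BP100-Luc; 1000 cells/well, Opti-MEM/10% FBS; cpd 4 pt, 1:5; 24 h, 37 deg C, 5% CO2; detection reagent 10 min RT; luminescence.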
Numbers without * were called inactive; u = inconclusive; x = not tested or not shown; [ ] = another dose, or the depositor's remark. Unless noted, calls follow the shape of the dose curve; as a rule, active = well fitted curve in the direction sought with a large enough effect; inconclusive = small, poorly fitted or top-dose-only effect, or another doubt; inactive = no such curve, though single readings can be large; an effect the other way counts as inactive or inconclusive. Potency is read from the fitted curve at half-maximal effect.

nr	molecule	BRCA1 expr up	MLL CXXC-DNA inh	MBNL1 CUG block	Rab9 promoter act	Gal4-VP16 FLuc	NPC1 prom act
1	FC(F)C(F)(F)C1=CC(c2cccs2)=NCCN1	4%	7%	u	0%	0%	-2%
2	CCCCCc1c(O)nc(SCC(=O)NCC2CCCO2)[nH]c1=O (configuration not stated)	-1%	u	-13%	-3%	-1%	-2%
3	CS(=O)(=O)N(CC(=O)NCCc1ccccc1)c1cccc([N+](=O)[O-])c1	40%	-4%	17%	0%	u	0%
4	S=c1[nH]nc(-c2cccnc2)n1/N=C/C(Cl)=C\c1ccccc1	u	1%	3%	3.2µM*	7.1µM*	u
5	CCN(c1ccccc1)S(=O)(=O)c1ccc(Cl)c(NC(=O)CSc2nnc(C)s2)c1	-17%	0%	-6%	-4%	0%	-5%
6	COc1cccc(/C=N/NC(=O)C(=O)NCc2cccnc2)c1OC	-14%	-9%	-3%	1%	1%	0%
7	CCOc1ccccc1CNCCOC	-6%	-1%	0%	-1%	4%	-2%
8	Cc1cc(C)c(S(C)(=O)=O)c(=O)[nH]1	9%	12%	1%	-3%	-5%	-1%
9	CCOC(=O)C1CCN(C(=O)c2ccc(OCC(=O)Nc3ccc(OCC)cc3)c(OC)c2)CC1	-6%	x	x	-5%	x	-1%
10	Cc1cccc(OCC(=O)NCC(=O)N/N=C/c2cc(Br)ccc2OCc2ccccc2)c1	8%	11%	x	-6%	-12%	1%
11	CCOC(=O)N1CCC(NC(=O)C2=C(C)C(=O)OC23CCC(C)CC3)CC1 (configuration not stated)	-17%	6%	-7%	-3%	4%	-3%
12	CN(C)/C=C/c1onc(-c2c(Cl)cccc2Cl)c1C#N	-56%	25%	7%	-1%	2%	-1%

nr	RORgamma inh	FLuc counter	ELG1 genotox	uPA generation	p53 reactivation
1	-20%	7%	-2%	1%	-8%
2	11%	-2%	3%	4%	-4%
3	15%	3%	4%	5%	12%
4	8.9µM*	-3%	u	-1%	u
5	27%	3%	-13%	0%	4%
6	8%	-3%	5%	1%	-1%
7	-18%	2%	0%	0%	-1%
8	1%	-2%	3%	5%	1%
9	x	0%	-2%	4%	-9%
10	u	-3%	-5%	4%	12%
11	u	2%	3%	-5%	7%
12	-4%	3%	-2%	3%	-7%

3 of the entries above in order of the MLL CXXC-DNA inh value, ascending.
no.	mol	MLL CXXC-DNA inh
6	COc1cccc(/C=N/NC(=O)C(=O)NCc2cccnc2)c1OC	-9%
3	CS(=O)(=O)N(CC(=O)NCCc1ccccc1)c1cccc([N+](=O)[O-])c1	-4%
5	CCN(c1ccccc1)S(=O)(=O)c1ccc(Cl)c(NC(=O)CSc2nnc(C)s2)c1	0%

Further entries follow:
nr	molecule	BRCA1 expr up	MLL CXXC-DNA inh	MBNL1 CUG block	Rab9 promoter act	Gal4-VP16 FLuc	NPC1 prom act
13	CSc1ccc(C(=O)N2CCC(CCC(=O)NCc3ccc(F)cc3)CC2)cc1	-32%	-3%	-9%	-2%	-4%	-6%
14	Cc1ccc(C)c(NC(=O)CN(C)C(=O)c2ccc3[nH]c4c(c3c2)CC(C)CC4)c1 (configuration not stated)	-87%	x	x	-1%	x	-1%
15	FC(F)(F)c1nc2cc3nc4ccccc4[nH]c3cc2n1	30%	-23%	u	u	-7%	u
16	CC1CC(=O)Nc2ccccc2N1C(=O)CSc1ncnc2sccc12 (configuration not stated)	-2%	x	x	19%	x	1%
17	Cc1ccc(S(=O)(=O)Nc2ccc(S(=O)(=O)NC(C)(C)C)cc2)cc1	4%	-10%	6%	3%	3%	-1%
18	CCCCc1nnc(SCC(=O)Nc2nccs2)n1CC	-10%	u	-4%	5%	-7%	0%
19	CC(=O)Nc1ccc2c(c1)nc1n2CCN(C2CCCCC2)C1	u	2%	u	2µM*	0%	3.5µM*
20	O=C(Cn1cnc2c(nnn2Cc2ccccc2F)c1=O)OCc1ccccc1	0%	-2%	7%	1%	0%	0%
21	Cc1cccc(C)c1OCC(=O)NCc1nnc(SCC(=O)NC2CCCCC2C)n1C (configuration not stated)	1%	-4%	-9%	1%	-3%	-1%
22	Nc1sc(-c2ccccc2)c(Cc2ccccc2)c1C(=O)O	15%	-2%	13%	-1%	-4%	-5%
23	CCOC(=O)c1c(-c2ccc(OC)cc2)csc1/N=C/N(C)C	-40%	16%	u	-1%	0%	0%
24	O=C(COc1ccc2ccccc2c1Br)N1CCOCC1	-2%	3%	23%	20%	-15%	-2%

nr	RORgamma inh	FLuc counter	ELG1 genotox	uPA generation	p53 reactivation
13	-19%	-3%	5%	-2%	x
14	x	-9%	-2%	4%	1%
15	-5%	24µM*	0%	-15%	7%
16	x	-1%	-1%	15%	-7%
17	-1%	0%	-1%	2%	-4%
18	-7%	11%	1%	8%	-3%
19	-13%	24µM*	u	-3%	-10%
20	33%	1%	-2%	3%	-1%
21	-18%	11%	2%	x	-5%
22	-1%	17µM*	1%	6%	7%
23	7%	-2%	-1%	-7%	-1%
24	-15%	u	13%	-1%	-2%

Later entries.
nr	molecule	BRCA1 expr up	MLL CXXC-DNA inh	MBNL1 CUG block	Rab9 promoter act	Gal4-VP16 FLuc	NPC1 prom act
25	O=S(=O)(c1ccc(SCCOc2cccc(Br)c2)nc1)N1CCCC1	-28%	x	x	-3%	x	11%
26	O=C(N/N=C/c1ccco1)c1cc(-c2ccc(Br)s2)[nH]n1	1%	10%	-4%	-11%	-19%	-3%
27	O=C(NCc1ccc(Cl)cc1)c1ccc(-c2ccccc2C(F)(F)F)o1	-5%	3%	6%	0%	-13%	1%
28	CCOC(=O)CN1CC23C=CC(O2)C(C(=O)NC2CCCCC2)C3C1=O (configuration not stated)	-2%	-1%	-4%	1%	-2%	1%
29	Cc1ccc(OCC(=O)N/N=C\c2cccs2)c([N+](=O)[O-])c1	u	3%	u	19%	u	14%
30	CN=C(c1ccc([N+](=O)[O-])cc1)N1CCCCC1	-16%	24%	u	-6%	1%	-1%
31	CCCc1nc(SCC(=O)NCc2ccco2)c2c(=O)n(C)c(=O)n(C)c2n1	-30%	10%	4%	-8%	15%	-3%
32	CCCCn1c(N)c(N(CC(C)C)C(=O)CCCc2nc3ccccc3s2)c(=O)[nH]c1=O	-7%	x	x	-7%	x	-4%
33	O=C(COC(=O)c1cc(-c2ccco2)nc2ccccc12)NCc1ccccc1	15%	-2%	28%	14%	-7%	8%
34	CC(NS(=O)(=O)c1ccc(F)cc1)C(c1cccs1)N1CCOCC1 (configuration not stated)	-18%	-1%	3%	1%	-8%	-1%
35	O=C(COC(=O)c1ccncc1)c1ccc(Cl)c(Cl)c1	-4%	-16%	-12%	-3%	3%	-9%
36	NC(=O)C1=C[C@H](c2coc3ccccc3c2=O)C[C@H](OCCCCO)O1	-5%	36%[activator]	-22%	1%	1%	-6%
37	O=C(NCCCN1CCCCC1)C1(S(=O)(=O)c2ccc(Cl)cc2)CC1	3%	16%	0%	-3%	1%	-4%
38	CCn1c(C)nc2cc(N)ccc21	8%	-14%	1%	-2%	2%	-4%
39	Nc1ccc(N2CCOCC2)cc1C(F)(F)F	1%	8%	-3%	-2%	-10%	-1%

nr	RORgamma inh	FLuc counter	ELG1 genotox	uPA generation	p53 reactivation
25	x	-1%	-5%	3%	2%
26	u	-14%	-1%	-4%	4%
27	-9%	-3%	-2%	-4%	-1%
28	1%	2%	1%	2%	1%
29	u	12µM*	9%	-4%	13%
30	-3%	0%	0%	0%	2%
31	u	0%	-5%	u	-10%
32	x	0%	0%	3%	0%
33	20%	u	1%	0%	1%
34	u	-1%	0%	6%	-11%
35	33%	u	1%	1%	0%
36	1%	0%	-3%	3%	-5%
37	20%	1%	1%	-4%	3%
38	-40%	-19%	1%	-5%	3%
39	6%	-2%	9%	-2%	2%

2 records drawn at random from the list so far, as already listed:
nr	molecule	BRCA1 expr up	MLL CXXC-DNA inh	MBNL1 CUG block	Rab9 promoter act	Gal4-VP16 FLuc	NPC1 prom act
27	O=C(NCc1ccc(Cl)cc1)c1ccc(-c2ccccc2C(F)(F)F)o1	-5%	3%	6%	0%	-13%	1%
31	CCCc1nc(SCC(=O)NCc2ccco2)c2c(=O)n(C)c(=O)n(C)c2n1	-30%	10%	4%	-8%	15%	-3%

nr	RORgamma inh	FLuc counter	ELG1 genotox	uPA generation	p53 reactivation
27	-9%	-3%	-2%	-4%	-1%
31	u	0%	-5%	u	-10%

Source: PubChem BioAssay (National Center for Advancing Translational Sciences (NCATS))

An excerpt, so the mix of outcomes need not match the whole.
